# Screening data as filed in PubChem.
# M. tuberculosis GlmU = inhibition of mycobacterial GlmU enzyme – biochemical, glucosamine-1-phosphate acetyltransferase (AID 1376); M. tuberculosis GlmU acetyltransferase enzyme assay; higher % means a stronger effect; inhibition, %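 (tested at 30 µM in the primary screen)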, or IC50 in µM where a hit was titrated; 220,000 tested, 0.25% active; in the data active means inhibition above about 13%;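 further: 0% = complete reaction with vehicle and 100% = reaction without substrate; strong numbers were not always called active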
# Mtb RmlCD inh = inhibitors of Mycobacterium tuberculosis RmlC and RmlD coupled enzymes | P9WH09+P9WH11 | RmlC+RmlD coupled enzyme assay, percent inhibition; primary screen in compound mixtures | inhibition, % at 3.6 µM | 160,000 tested, 0.03% active | AID 1533; in the data active means inhibition mostly above about 34%, no sharp cut-off; further: some results filed as inactive read as strong as hits
# Target sequence (P9WH09 whole entry, looked up): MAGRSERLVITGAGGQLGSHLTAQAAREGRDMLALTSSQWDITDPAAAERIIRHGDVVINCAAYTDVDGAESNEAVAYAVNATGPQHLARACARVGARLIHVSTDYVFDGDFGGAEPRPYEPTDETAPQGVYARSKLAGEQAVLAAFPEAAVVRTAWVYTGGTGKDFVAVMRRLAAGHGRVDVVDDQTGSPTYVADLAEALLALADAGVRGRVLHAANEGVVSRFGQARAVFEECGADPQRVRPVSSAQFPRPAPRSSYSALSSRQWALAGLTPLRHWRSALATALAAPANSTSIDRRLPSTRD
# Target sequence (P9WH11 whole entry, looked up): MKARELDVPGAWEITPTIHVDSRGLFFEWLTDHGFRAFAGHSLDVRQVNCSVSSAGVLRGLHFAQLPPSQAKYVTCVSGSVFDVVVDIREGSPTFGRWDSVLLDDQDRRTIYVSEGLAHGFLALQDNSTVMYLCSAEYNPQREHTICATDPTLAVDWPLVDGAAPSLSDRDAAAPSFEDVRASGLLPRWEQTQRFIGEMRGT
# Starred values were filed as active, the others as inactive; . = not tested or not shown. This is a subset (hit frequency here may not be typical).
SMILES,M. tuberculosis GlmU,Mtb RmlCD inh
CCOc1cc(/C=C(\C#N)C(=O)NCc2cccnc2)ccc1O,2.1%,-2
CCn1nnnc1NC(=O)c1ccc2ccccc2c1,-1.6%,-8
Cc1ccc(CN2CCC(c3cc(-c4cccs4)n[nH]3)CC2)cc1,-4.0%,11
Cn1ncc(Cl)c1C(=O)N/N=C/c1ccccn1,-5.1%,-10
CC12CN3CC(C)(CN(C1)C3c1ccc3c(c1)OCO3)C2=O (stereo not given),6.9%,-7
COc1ccc2c(c1)N(C)C(=O)CC(c1ccccc1)=N2,-0.8%,-4
Cc1ccc(N(Cc2cc3cc(C)ccc3[nH]c2=O)S(=O)(=O)c2ccccc2)cc1,-5.3%,7
CCN(CC)c1ccc(/C=N/NC(=O)Cc2cccs2)cc1,3.0%,-12
Cc1ccc(-c2nnc(SCC(=O)N/N=C/c3ccccc3C(=O)O)n2-c2ccccc2)cc1,-2.3%,9
Nc1nc(SCc2nc3scc(-c4cccs4)c3c(=O)[nH]2)n[nH]1,-0.7%,35
Nc1nc2nc(-c3cccs3)cc(C(F)(F)F)n2n1,1.3%,-11
COc1ccc(OC)c(Nc2nc(NCCC(C)C)nc(N)c2[N+](=O)[O-])c1,3.4%,2
Cc1ccc(N(C(=O)CCl)C(C(=O)NC2CCCCC2)c2cccnc2)cc1C (stereo not given),-6.7%,-10
CCOc1ncccc1C(=O)OCC(=O)N1CCN(S(=O)(=O)c2ccc(Cl)cc2)CC1,9.3%,-9
Cc1cccc(C(=O)NC(C(=O)Nc2ccccc2N2CCOCC2)C(C)C)c1 (stereo not given),-4.5%,-7

# Reprinted from the part before: 5 compounds, followed by the next part.
SMILES,M. tuberculosis GlmU,Mtb RmlCD inh
Nc1nc2nc(-c3cccs3)cc(C(F)(F)F)n2n1,1.3%,-11
COc1ccc(OC)c(Nc2nc(NCCC(C)C)nc(N)c2[N+](=O)[O-])c1,3.4%,2
Cc1ccc(N(C(=O)CCl)C(C(=O)NC2CCCCC2)c2cccnc2)cc1C (stereo not given),-6.7%,-10
CCOc1ncccc1C(=O)OCC(=O)N1CCN(S(=O)(=O)c2ccc(Cl)cc2)CC1,9.3%,-9
Cc1cccc(C(=O)NC(C(=O)Nc2ccccc2N2CCOCC2)C(C)C)c1 (stereo not given),-4.5%,-7
CC(C)C(=O)NNC(=O)c1ccccn1,1.3%,-11
COc1ccc(OCC(=O)Nc2ccc(N3CCN(C(=O)c4ccco4)CC3)cc2)cc1,-0.9%,7
CCC(c1ccccc1)c1nc(-c2cccnc2)no1 (stereo not given),0.5%,44
O=C(Nc1ccc2c(c1)OCO2)c1cccc(Cl)c1,-0.3%,3
c1coc(CN(Cc2cccs2)Cc2nnnn2C2CCCCC2)c1,0.3%,-5
Clc1ccc(-n2nnnc2-c2ccccc2)cc1Cl,-0.1%,10
Cc1cc(-c2nnc(CCC(=O)N(C)C(C)c3cccs3)o2)no1 (stereo not given),1.6%,25
CC(C(=O)N1CCCc2ccccc21)N1CCN(S(=O)(=O)c2ccccc2F)CC1 (stereo not given),3.2%,18
O=C(N/N=C/c1ccc(Br)s1)c1ccco1,3.4%,-55
COc1ccc(C2CC(c3ccccc3)=NN2C(=O)COC(=O)c2cnc(Cl)c(Cl)c2)cc1 (stereo not given),0.2%,.
C#CCNc1ccncc1S(=O)(=O)NC(=O)NC(C)C,-5.6%,.
Cc1ccc(NS(=O)(=O)c2cccc(C(=O)n3ncc(C#N)c3N)c2)c(C)c1,-7.0%,-2
CCOc1ccc(-c2cnc3ccccc3n2)cc1,1.9%,7
Cc1ccc(NC(=O)c2c(NC(=O)CCC(=O)O)sc3c2CCCCC3)cc1,8.9%,-9
COC(=O)C1=C(N)OC2=C(C(=O)CC(C)(C)C2)C1c1cccnc1 (stereo not given),2.3%,15

# Complete entries from above:
# `CC(C)C(=O)NNC(=O)c1ccccn1` is entered as M. tuberculosis GlmU: 1.3%; Mtb RmlCD inh: -11
# `COc1ccc(C2CC(c3ccccc3)=NN2C(=O)COC(=O)c2cnc(Cl)c(Cl)c2)cc1` (stereo not given) is entered as M. tuberculosis GlmU: 0.2%; Mtb RmlCD inh: .
# `Cc1ccc(NC(=O)c2c(NC(=O)CCC(=O)O)sc3c2CCCCC3)cc1` is entered as M. tuberculosis GlmU: 8.9%; Mtb RmlCD inh: -9

# (list continues)
SMILES,M. tuberculosis GlmU,Mtb RmlCD inh
c1ccc2[nH]c(C3CC3)nc2c1,2.0%,3
COc1ccc(NC(=O)c2cccc(OS(=O)(=O)N(C)C)c2)cc1,1.6%,1
COc1ccc(C)cc1S(=O)(=O)NCCc1ccccc1,-3.2%,6
CCN1CCN(Cc2ccc(NC(=O)c3ccc(C)c(NC(=O)C4=NN(c5ccccc5)C(=O)C4)c3)cc2C(F)(F)F)CC1,-5.2%,.
CCN1CCCC1CNC(=O)C1c2cc(OC)c(OC)cc2C(=O)N(C)C1c1cccnc1 (stereo not given),3.5%,3
CC(=O)c1c(C(C)=O)c(C)n(-c2ccc(C)c(NC(=O)c3ccccc3Cl)c2)c1C,1.4%,.
Cc1c(C(=O)OCC2CCCO2)[nH]c2c1C(=O)CC(c1ccco1)C2 (stereo not given),3.2%,-8
O=C(CCn1c(=O)[nH]c2ccsc2c1=O)NCCc1ccc(Cl)cc1,-1.1%,-2
COc1ccc2c(c1)c(C(O)CN1CCC3(CC1)OCCO3)c(C)n2C (stereo not given),1.1%,.
COc1ccc(CNC(=O)CCCOc2cc(=O)n(C)c3ccccc23)cc1,0.1%,-16
O=C(/C=C/c1cccc([N+](=O)[O-])c1)NCCSCc1ccc(Cl)cc1Cl,1.5%,.
CCCOc1ccc(NCC(=O)Nc2ccc(C)cc2C)cc1,-6.0%,.
COc1ccc(NN=Nc2nc3c([nH]2)c(=O)n(C)c(=O)n3C)cc1,-2.3%,9
CCC(C)[C@@H](C(=O)N1CCNCC1)n1cc(CCCN=C(N)N)nn1 (stereo not given in full),1.6%,.
CC(=O)N1CCC(N(CCCOC(C)C)C(=O)Nc2ccc(C)c(C)c2)CC1,4.6%,.
CN(C)CCCN1C(=O)c2oc3ccc(F)cc3c(=O)c2C1c1cccnc1 (stereo not given),-1.2%,15
COc1cccc(C2C3=C(N=c4s/c(=C\c5ccc(OCC(=O)O)cc5)c(=O)n42)c2ccccc2CC3)c1 (stereo not given),-1.0%,.
CC1=CC(C)(C)Nc2ccccc21,0.3%,-4
O=C(Cn1ncc2c3ccccc3n(Cc3ccccc3)c2c1=O)NCc1ccco1,-3.2%,3
Cc1cccc(NC(=S)Nc2ccccn2)c1C,-1.0%,-10
Cc1occc1C(=O)N1CCN(C(=O)C2CCCO2)CC1 (stereo not given),-0.7%,-6
CC(C)(C)C(=O)Nc1c(Cl)cccc1OC(F)(F)F,-3.8%,7
O=S(=O)(NCCSc1nnc(-c2ccco2)n1-c1ccccc1)c1ccccc1,-4.5%,3
COc1cccc(Cn2cccc(NC(=O)Nc3ccc(C#N)cc3)c2=O)c1,-1.7%,57
Cc1ccc(C(=O)O/N=C(/c2nonc2N)N(C)C)cc1,-0.8%,.
Cc1nc(N2CCN(S(=O)(=O)c3ccccc3)CC2)c2cc(-c3ccccc3)sc2n1,1.6%,.
CCOC(=O)c1nnn(-c2nonc2N)c1COc1ccc(F)cc1,-6.6%,.
O=C(Nc1cccc(F)c1)c1ccc(S(=O)(=O)NCC2CCCO2)cc1 (stereo not given),-7.0%,-9
COc1ccc(CC(=O)NCc2nnc(SCC(=O)Nc3nccs3)n2-c2ccccc2)cc1,4.4%,5
Cc1ccsc1/C=N/NC(=O)C(N)=O,-3.0%,7
O=C(NNC(=O)c1ccccc1C(=O)O)c1ccc(O)cc1,-8.9%,9
COc1ccc(Br)cc1/C=N/n1c(C)nnc1C,0.0%,.
COc1ccc(OCC(O)CNS(=O)(=O)c2cccc(Cl)c2)cc1 (stereo not given),-4.8%,.
O=c1c2c3c(sc2ncn1/N=C/c1cccnc1)CCCC3,-2.1%,5
CS(=O)(=O)c1ccc(C(=O)Nc2ccc(N3CCCC3)cc2)c(Cl)c1,1.1%,3
COc1cccc(-c2nc3ccc(N4CCN(C)CC4)cc3[nH]2)c1,0.2%,-11
Cc1cc(C)cc(Oc2ccccc2C=O)c1,0.9%,-9
Cn1c(SCC(=O)Nc2cccc(Br)c2)nnc1-c1cc2ccccc2o1,4.7%,.
CN1CCC(OC(=O)c2ccc(Br)cc2)CC1,9.4%,.
NC(=O)C1CCN(C(=O)CSc2nc3ccccc3[nH]2)CC1,3.3%,.
O=C(Nc1ccccc1)c1ccc[n+](Cc2ccc([N+](=O)[O-])cc2)c1,-3.0%,-12
NS(=O)(=O)c1cccc(NC(=O)CSc2nc3nc(-c4cccs4)cc(C(F)(F)F)c3c(=O)[nH]2)c1,4.2%,13
COCc1cc(=O)[nH]c2cc(NC(=O)C(F)(F)F)c(C)cc12,3.4%,.
O=C(CS(=O)(=O)Cc1ccccc1)Nc1nnc(C2CCCCC2)s1,1.8%,.
Cc1cc(=O)[nH]c2c1c(C)nn2C1CCCC1,-7.9%,.
CN1CCc2nc(NC(=O)c3cccc(S(=O)(=O)N4CCc5ccccc54)c3)sc2C1,-9.1%,.
Cc1ccc(/C=C2\SC(N3CCCC3)=NC2=O)cc1,-1.0%,6
CC(=O)NC1C(=O)N=C(SCC(=O)Nc2sc3c(c2C#N)CCCCCC3)NC1=O (stereo not given),7.1%,7
CC1CC1C(=O)OCC(=O)NCc1ccc(Cl)cc1Cl (stereo not given),.,-3
O=c1[nH]c(NCCCO)nc2c1C1(CCCC1)Cc1ccccc1-2,-6.6%,101
O=C(C1CCCCC1)N1CCN(S(=O)(=O)c2ccc(Cl)cc2)CC1,3.5%,.
Fc1ccc(NC(=S)NCCc2ccccn2)cc1,-1.8%,10
Cc1[nH]c2ccccc2c1C(=O)CSc1nccc(=O)[nH]1,6.7%,-5
O=C(NCC1CCCN(C(=O)NCc2ccccc2)C1)c1ccc2c(c1)OCO2 (stereo not given),7.0%,1
COc1ccc2cnn(-c3ccc(C)cc3)c(=O)c2c1OC,-2.9%,-11
COc1ccc(-n2c(SC)nc(O)c(Cc3ccccc3)c2=O)cc1,4.8%,1
CCC(=O)/C=C1/Sc2ccccc2N1CC,-5.0%,9
CC(=O)c1c(COC(=O)c2ccncc2)nc2ccccc2[n+]1[O-],-3.9%,2
CC(CCc1ccccc1)NC(=O)c1ccccc1 (stereo not given),-2.8%,13
CC(C)OC(=O)CSc1nnc(CNc2ccc(Cl)cc2)n1C,1.3%,-4

# Two neighbouring entries already listed, quoted:
SMILES,M. tuberculosis GlmU,Mtb RmlCD inh
CC(CCc1ccccc1)NC(=O)c1ccccc1 (stereo not given),-2.8%,13
CC(C)OC(=O)CSc1nnc(CNc2ccc(Cl)cc2)n1C,1.3%,-4

# Other compounds:
SMILES,M. tuberculosis GlmU,Mtb RmlCD inh
CN(CC(=O)Nc1ccc(F)cc1)C(=O)COc1ccc(C(=O)c2ccccc2)cc1,1.4%,0
Cn1c(=O)c([N+](=O)[O-])c(-n2cnc3ccccc32)c2ccccc21,6.9%,.
O=C(CCOc1ccccc1F)N1CCN(c2ccccc2O)CC1,-7.3%,-4
Cc1ccc(Cn2c(CCNc3nc(-c4ccc(Cl)c([N+](=O)[O-])c4)cs3)nc3cc(Cl)c(Cl)cc32)cc1,1.3%,.
C/C(=N\OC(=O)C1CC1)C1CC1c1ccc(F)cc1 (stereo not given),-4.5%,-1
CC(C)(C)c1csc(NC(=O)c2ccncc2)n1,-2.5%,-6
Brc1ccc(COn2ccnc2)cc1,-9.1%,-8
Cc1cc(C)nc(SCCn2c(N(C)Cc3ccccc3)nc3c2c(=O)n(C)c(=O)n3C)n1,-1.2%,.
CC1(C)Cc2c(c(N3CCOCC3)nc3snc(N)c23)CO1,3.0%,21
O=C(Nc1cccnc1)c1ccc(Cl)c(S(=O)(=O)N2CCCCCC2)c1,7.2%,1
Cc1nn2c(N3CCN(C(=O)c4ccco4)CC3)cc(C(C)(C)C)nc2c1-c1ccc(Cl)cc1,5.6%,9
Nc1nonc1C(=O)N/N=C/c1ccc(-c2cccc(C(=O)O)c2)o1,188µM*,.
O=C(O)c1ccc(CNCc2c(Cl)cccc2Cl)cc1,3.4%,-8
COc1ccc(NC(=O)CCCSc2ccccc2)cc1,2.8%,-11
CC1=NOC(=O)/C1=C/c1ccc2c(c1)OCO2,4.5%,-9
Nc1ccc(C(=O)N/N=C/c2ccccc2)cc1,0.5%,.
Cn1c(=O)c2c(nc(NCCCO)n2Cc2cccc(Br)c2)n(C)c1=O,-0.5%,.
Cc1ccc(Nc2c(-c3ccccc3)nc3cnccn23)cc1,0.7%,.
CC1(C)Cc2c(sc3nc(SCC(=O)O)[nH]c(=O)c23)CO1,7.4%,13
Cc1cccc(-c2cnn(-c3cccc([N+](=O)[O-])c3)c2N)c1,1.9%,-9
COc1ccc(C)cc1NC(=O)C(=O)NCc1ccncc1,1.4%,3
Cc1cc2oc(C(=O)NCc3ccc4c(c3)OCO4)c(C)c2cc1C,6.2%,9
COc1ccc(Nc2nc(Cl)nc(NCc3ccco3)n2)c(OC)c1,2.1%,-7
CS(=O)(=O)N1CCN(C(=O)CCC2CCCC2)CC1,-4.3%,1
CCCN1CCN(CCCNC(=S)Nc2ccc(F)cc2)CC1,1.7%,4
Cc1ccc(C2NC(=S)NC(c3ccc(C)cc3)C23C(=O)NC(=O)NC3=O)cc1 (stereo not given),-3.7%,.
Cc1ccccc1OCC(O)CN1CCCCC1 (stereo not given),2.3%,-11
CC(=O)c1cnc(Nc2nc(C)c3cc(C)c(C)cc3n2)nc1C,-7.1%,.
CCN(CC)CC(O)c1cccn1-c1ccc(CNC(=O)NC(C)C)cc1 (stereo not given),4.0%,-9
O=C(NC1CCCCC1)N1CCN(C(c2ccccc2)c2ccccc2)CC1,1.6%,.
